C diff growth = C. difficile growth inhibitors, primary screen, HTS; Clostridium difficile clinical isolate growth, OD600, 24 h; active compounds read low; growth activity, negative = inhibition, % at 16 µg/mL (by protocol); 86,000 compounds, 0.25% hits; AID 1259249, 2017;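 active means mean growth activity at or below -80% and every replicate also at or below -80%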;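 further: 0% = DMSO wells and -100% = levofloxacin 16 µg/mL wells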
T cruzi growth = T. cruzi intracellular proliferation inhibitors, primary screen, cell-based, beta-gal Tulahuen parasites, NIH3T3 host, luminescence; T. cruzi beta-gal in NIH3T3, GalScreen luminescence, 90 h; inhibition, % at 8.34 µM; 77,000 compounds, 5.9% hits;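 active means mean inhibition above about 93%, with at least 55% of replicates each passing it, limit read from the data, passing the limit was not always enough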
GASC1 inh = inhibitors of GASC-1 (KDM4C) histone demethylase, primary screen, biochemical, single concentration HTS | GST-KDM4C 2-372, H3K9me3 peptide, LANCE TR-FRET | Lysine-specific demethylase 4C (Homo sapiens), Q9H3R0 | AID 720574, 2013 | inhibition, % at 12.5 µM | 96,000 compounds, 0.15% hits;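 active means mean replicate inhibition above about 25%, with at least 55% of replicates also reaching it, limit read from the data, passing the limit was not always enough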
Target sequence (Q9H3R0 2-372 limits assumed): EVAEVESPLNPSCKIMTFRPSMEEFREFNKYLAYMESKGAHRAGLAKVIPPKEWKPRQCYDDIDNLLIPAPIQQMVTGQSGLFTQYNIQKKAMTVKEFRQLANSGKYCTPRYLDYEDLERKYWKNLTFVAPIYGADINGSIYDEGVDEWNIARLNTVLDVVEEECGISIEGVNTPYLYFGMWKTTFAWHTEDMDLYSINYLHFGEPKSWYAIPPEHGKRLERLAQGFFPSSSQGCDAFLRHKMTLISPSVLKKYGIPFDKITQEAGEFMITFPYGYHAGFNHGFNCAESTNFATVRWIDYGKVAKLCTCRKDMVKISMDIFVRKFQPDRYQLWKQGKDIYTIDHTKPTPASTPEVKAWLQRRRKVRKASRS
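Material: GST-tagged GASC-1 (JMJD2C) catalytic fragment, aa 2-372 / Quantity: enzyme final amount 10 nM / Medium: HEPES buffer, pH 7.5, plus ascorbate / Doses: one test concentration per compound / Incubation: 30 min reaction, 60 min detection, RT / Measured by: LANCE TR-FRET / Read-out: inhibition from TR-FRET ratio decrease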
Pf Dd2 growth = P. falciparum Dd2 growth inhibitors, primary screen, SYBR Green fluorescence, single dose replicates; 72 h; active compounds read low; activity change, % at 10 µM; 94,000 compounds, 2.3% hits; AID 1159554, 2015; in the data active means activity change below about -80%
An asterisk follows results filed as active; x = no result given; & = joins results of further samples. Rows were taken by chance. About 6.7% of those tested had a hit in this group.

SMILES	C diff growth	T cruzi growth	GASC1 inh	Pf Dd2 growth
O=C(C[C@H]1CC[C@@H](NC(=O)c2cnccn2)[C@H](CO)O1)NCc1ccccc1F	x	4.6	-0.7	20.8
C[C@H]1CN([C@@H](C)CO)C(=O)c2cc(-c3cccc(F)c3)cnc2O[C@@H]1CN(C)C(=O)C1CCC1	-0.2	x	-0.8	14.8
COc1ccc2c3c([nH]c2c1)[C@@H](CO)N(Cc1cc(F)ccc1F)CC31CCN(C(C)=O)CC1	5.5	x	-1.5	-83.0*
CC(C)CC#Cc1ccc([C@@H]2[C@@H](CO)N3C(=O)CN(C(=O)c4cccc(F)c4)C[C@H]23)cc1	-8.2	x	-1.0	-39.8
COc1ccc(-c2cnc3c(c2)C(=O)N([C@@H](C)CO)C[C@@H](C)[C@@H](CN(C)C)O3)cc1	5.9	-32.5	1.3	10.8
C[C@@H]1CN([C@@H](C)CO)S(=O)(=O)c2ccc(C3=CCCC3)cc2O[C@@H]1CN(C)C(=O)c1cccnc1	-9.2	3.2	1.7	1.9
Cc1ccc(S(=O)(=O)N(C)C[C@H]2Oc3c(NC(=O)C4CCCCC4)cccc3C(=O)N([C@@H](C)CO)C[C@H]2C)cc1	-7.5	74.8	x	-72.6
COc1ccc2c3c(n(C)c2c1)[C@@H](CO)N(C)CC31CCN(C(=O)c2ccc3c(c2)OCO3)CC1	3.8	x	-0.4	-46.6
Cc1noc(C)c1S(=O)(=O)N(C)C[C@@H]1Oc2ccc(NC(=O)C3CCCCC3)cc2CC(=O)N([C@H](C)CO)C[C@H]1C	-2.5	8.7	0.0	7.5
C[C@H]1CCCCO[C@@H](CN(C)Cc2ccc3c(c2)OCO3)[C@@H](C)CN([C@@H](C)CO)C(=O)c2cc(NC(=O)C3CCCCC3)ccc2O1	-1.7	-29.7	-1.0	-64.2
COc1ccc(-c2ccc3c(c2)[C@@H]2[C@@H](CCN2C(=O)Nc2ccccc2OC)[C@@H](CO)N3C)cc1	28.1	57.7	-0.1	-19.3
C[C@H](CO)N1C[C@H](C)[C@H](CN(C)C(=O)NC2CCCC2)Oc2cc(-c3cncnc3)ccc2S1(=O)=O	1.0	-35.9	3.2	15.1
O=C(N[C@H]1C=C[C@@H](CC(=O)N2CCc3ccccc3C2)O[C@@H]1CO)C1CC1	x	31.4	-0.5	-0.2
CO[C@@H]1CN(C)C(=O)c2ccc(NC(C)=O)cc2OC[C@H](C)N(C(=O)Cc2cccnc2)C[C@@H]1C	2.8	-49.6	1.3	28.2
CCNC(=O)C[C@H]1CC[C@H]2[C@@H](COc3ccc(NC(=O)c4ccc(F)c(F)c4)cc3C(=O)N2C)O1	-2.9	8.4	-0.5	3.0
C[C@@H]1CN([C@H](C)CO)C(=O)c2cc(C#CCN(C)C)cnc2O[C@H]1CN(C)C(=O)Cc1ccccc1	2.9	x	2.8	2.3
COc1cccc(-c2ccc([C@@H]3[C@@H](CO)N4C(=O)CN(C(=O)c5ccncc5)C[C@H]34)cc2)c1	-0.7	x	-1.6	-29.5
CC(=O)N1CC2(C1)[C@H](c1ccc(-c3ccccc3C)cc1)[C@H](CO)N2C(C)=O	-0.1	x	-0.9	19.4
C[C@H](CO)N1C[C@H](C)[C@@H](CN(C)C(=O)Nc2ccc3c(c2)OCO3)Oc2ccc(NC(=O)Nc3ccccc3)cc2CC1=O	5.3	-26.8	1.0	-83.3*
Cc1noc(C)c1S(=O)(=O)Nc1ccc2c(c1)C(=O)N([C@@H](C)CO)C[C@H](C)[C@@H](CN(C)C(=O)Nc1cccc3ccccc13)OCCCC[C@H](C)O2	-2.2	104.2*	-9.1	-88.5*
CNC(=O)C[C@H]1CC[C@H]2[C@H](COc3ccc(NC(=O)c4ccccc4OC)cc3C(=O)N2C)O1	-2.9	-3.9	-1.4	13.3
C[C@H]1CN([C@@H](C)CO)C(=O)c2cc(NC(=O)Nc3ccc4c(c3)OCO4)ccc2O[C@@H]1CN(C)Cc1ccc2c(c1)OCO2	8.2	5.4	0.3	-45.5
C[C@@H]1CN([C@H](C)CO)C(=O)c2cc(NC(=O)Cc3ccccc3)ccc2O[C@H]1CN(C)Cc1ccc(C(=O)O)cc1	-1.9	-2.3	4.3	5.8
C[C@@H]1CN([C@@H](C)CO)C(=O)c2cc(NC(=O)Nc3ccccc3)ccc2O[C@@H](C)CCCCO[C@@H]1CN(C)S(=O)(=O)c1ccc(Cl)cc1	x	-119.5	2.1	-87.4*
Cc1ccccc1-c1cnc2c(c1)C(=O)N([C@@H](C)CO)C[C@H](C)[C@@H](CN(C)C(=O)c1ccc(F)cc1)O2	-1.3	x	-0.2	-35.4
Cc1ccc(S(=O)(=O)N[C@@H]2CC[C@H](CC(=O)NCCc3ccncc3)O[C@H]2CO)cc1	-3.2	5.4	-0.8	-10.7
C[C@@H]1CCCCO[C@H](CN(C)C(=O)NC2CCCCC2)[C@H](C)CN([C@@H](C)CO)C(=O)c2cc(NC(=O)Cc3ccccc3)ccc2O1	-9.5	74.6	-2.1	-51.4
CO[C@@H]1CC[C@@H]2CCOc3c(C#N)cccc3C(=O)N(C)C[C@H](c3ccccc3)CC(=O)N(C)C[C@@H]1O2	x	-29.4	0.2	9.0
CO[C@H]1CN(C)C(=O)c2ccc(NC(C)=O)cc2OC[C@H](C)N(CCC(F)(F)F)C[C@H]1C	-3.2	-0.2	0.2	-0.6
CCCC(=O)Nc1ccc2c(c1)C(=O)N(C)C[C@H](OC)[C@H](C)CN(C(=O)c1cnccn1)[C@H](C)CO2	0.1	42.0	0.2	10.1
CNC[C@H]1Oc2ccc(NC(=O)C3CCCCC3)cc2C(=O)N([C@@H](C)CO)C[C@H]1C	0.3	-43.3	-0.8	-40.2
CN1C(=O)c2cc(NC(=O)c3ccc(F)cc3)ccc2OC[C@H]2O[C@H](CC(=O)O)CC[C@H]21	-4.3	-60.7	0.2	2.1
O=C(NCC[C@@H]1CC[C@@H](NC(=O)c2ccccc2F)[C@H](CO)O1)c1cnccn1	-0.7	x	-1.4	4.5
CN(C)C(=O)C[C@H]1C[C@@H]2c3cc(NC(=O)Nc4ccc(C(F)(F)F)cc4)ccc3O[C@@H]2[C@H](CO)O1	3.2	-52.1	1.9	11.6
C[C@@H]1CN([C@H](C)CO)S(=O)(=O)c2ccc(C3=CCCCC3)cc2O[C@@H]1CN(C)C(=O)C1CCC1	9.5	42.1	3.1	4.2
Cc1ccc(S(=O)(=O)Nc2cccc3c2O[C@H](CN(C)Cc2ccc(-c4ccccc4)cc2)[C@H](C)CN([C@H](C)CO)C3=O)cc1	9.8	65.3	-0.8	-27.1
O=C(NCC[C@@H]1CC[C@H](NS(=O)(=O)c2ccc(Cl)cc2)[C@@H](CO)O1)c1ccc2c(c1)OCO2	-8.8	31.1	-1.5	-30.4
O=C(O)C[C@H]1C[C@H]2c3cc(NC(=O)C4CCC4)ccc3O[C@H]2[C@H](CO)O1	-4.1	x	1.6	16.6
C[C@H]1CN([C@@H](C)CO)C(=O)c2cc(Br)cnc2O[C@@H]1CN(C)Cc1ccccc1	13.3	-14.6	1.2	3.0
O=C(O)[C@H]1[C@H](CO)[C@H]2Cn3c(ccc(-c4ccccc4F)c3=O)[C@H]2N1C(=O)c1cnccn1	1.4	16.4	-0.1	x
CN(C)Cc1cn(CC[C@H]2CC[C@@H](NS(=O)(=O)c3ccc(-c4ccccc4)cc3)[C@@H](CO)O2)nn1	x	-161.6	-0.9	-26.8
O=C(O)C[C@@H]1C[C@@H]2c3cc(NS(=O)(=O)c4ccccc4)ccc3O[C@@H]2[C@H](CO)O1	0.3	x	0.9	-93.5*
Cc1ccc(S(=O)(=O)N(C)C[C@H]2Oc3ccc(NC(=O)Cn4cnnn4)cc3C(=O)N([C@@H](C)CO)C[C@@H]2C)cc1	43.0	x	-1.7	-12.3
O=C(N[C@H]1CC[C@H](CC(=O)N2CCOCC2)O[C@@H]1CO)c1ccc2c(c1)OCO2	-8.8	-18.8	2.4	21.6
C[C@@H]1CN([C@H](C)CO)S(=O)(=O)c2ccc(Br)cc2O[C@@H]1CN(C)C(=O)C1CCCCC1	2.4	13.2	1.7	42.4
C[C@H]1CN([C@@H](C)CO)C(=O)c2cc(NS(=O)(=O)c3cccs3)ccc2O[C@@H]1CN(C)S(=O)(=O)c1ccc(F)cc1	-2.9	32.8	-1.0	1.2
C[C@@H]1CN([C@H](C)CO)C(=O)CCCn2cc(nn2)CO[C@H]1CN(C)C(=O)Nc1ccc(N2CCN(C)CC2)cc1	2.8&-2.1	-33.3&-101.9	2.0	-4.9&10.0
Cc1ccccc1S(=O)(=O)N1CC[C@@H]2[C@@H](CO)Nc3ccc(C#Cc4ccccc4)cc3[C@@H]21	4.3	26.9	0.5	-12.0
CO[C@@H]1CN(C)C(=O)c2cc(NC(=O)c3cnccn3)ccc2OC[C@@H](C)N(C(C)=O)C[C@H]1C	x	x	1.1	8.3
CCCNC(=O)N1[C@H](CO)[C@@H](c2ccccc2C2=CCCC2)[C@@H]1C#N	2.2	x	-2.2	-40.8

Following part.
SMILES	C diff growth	T cruzi growth	GASC1 inh	Pf Dd2 growth
O=C(C[C@H]1C[C@@H]2c3cc(NC(=O)Nc4ccccc4)ccc3O[C@@H]2[C@H](CO)O1)NC1CCCC1	4.0	1.9	0.1	-21.6
COCC(=O)N1C[C@H](C)[C@@H](OC)CN(C)C(=O)c2cc(NC(=O)Nc3cccc(F)c3)ccc2OC[C@@H]1C	-4.1	x	0.2	-21.2
C[C@@H]1CN([C@@H](C)CO)C(=O)Cc2cc(NC(=O)Cn3cnnn3)ccc2O[C@H]1CN(C)Cc1ccc2c(c1)OCO2	-4.8	44.3	0.0	4.1
C[C@@H]1CCCCO[C@@H](CN(C)S(=O)(=O)c2ccc(Cl)cc2)[C@H](C)CN([C@@H](C)CO)C(=O)c2cc(NS(=O)(=O)c3cccs3)ccc2O1	-8.7	102.0*	0.1	x
O=C(Nc1ccc(C(F)(F)F)cc1)N1[C@@H]2CNC[C@H]1C2c1ccc(-c2ccccc2F)cc1 (some centres not stated)	34.7&24.9	x	-0.7&-2.8	4.8&20.8
O=S(=O)(c1ccccc1)N1C[C@H]2[C@@H](c3ccccc31)[C@@H](CO)N2Cc1ccc2c(c1)OCO2	-5.4	101.3*	-4.5	-46.5
Cc1ccc(-c2cnc3c(c2)C(=O)N([C@H](C)CO)C[C@@H](C)[C@H](CN(C)CC2CCCC2)O3)cc1	-2.1	69.2	-1.4	-69.5
O=C(NCC[C@@H]1CC[C@@H](NS(=O)(=O)c2cccc(F)c2)[C@H](CO)O1)C1CCCCC1	-0.5	x	0.1	12.2
CCCN1[C@@H]2c3ccc(-c4cccnc4)c(=O)n3C[C@@H]2[C@@H](CO)[C@@H]1C(=O)OC	-5.9	x	12.3	14.0
CO[C@@H]1CN(C)C(=O)c2ccc(NC(=O)c3ccno3)cc2OC[C@H](C)N(S(C)(=O)=O)C[C@H]1C	x	13.8	2.8	8.2
C[C@H]1CN([C@@H](C)CO)C(=O)Cc2cc(NS(=O)(=O)c3cn(C)cn3)ccc2O[C@H]1CN(C)Cc1ccc(Oc2ccccc2)cc1	-13.2	-0.3	0.2	0.5
CC(C)NC(=O)N(C)C[C@H]1OCCCC[C@H](C)Oc2ccc(NC(=O)Nc3ccc(C(F)(F)F)cc3)cc2C(=O)N([C@H](C)CO)C[C@H]1C	6.9	57.0	7.3	-32.4
C[C@@H]1CN([C@@H](C)CO)C(=O)c2cc(-c3ccc(C#N)cc3)cnc2O[C@H]1CN(C)C(=O)Nc1ccccc1	-7.9	40.8	0.1	12.2

Bioassay records as filed in PubChem BioAssay.
